CAL PDZ FP-1 = CAL PDZ (human) peptide binding inhibition; purified CAL PDZ, TMR-peptide fluorescence polarization, 1 h; inhibition, % at 24.9 µM; 0.92% of 300,000 active; AID 602252;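 active means mean inhibition of at least 30% with at least half of replicates also reaching 30%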;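 further: 0% = DMSO neutral control and 100% = excess unlabeled competitor peptide PRC23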
dFosB act = activators of mouse delta FosB homodimer | P13346 | purified delta FosB, TAMRA-CDK5 oligo fluorescence polarization; percent of positive-control signal above neutral wells | activation, % at 25 µM | 0.99% of 340,000 active;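 active means mean activation above about 17%, with every replicate also reaching it, limit read from the data, passing the limit was not always enough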;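 further: fluorescence polarization rise as delta FosB binds a TAMRA Cdk5 AP-1 oligo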
Target sequence (P13346 whole entry, looked up): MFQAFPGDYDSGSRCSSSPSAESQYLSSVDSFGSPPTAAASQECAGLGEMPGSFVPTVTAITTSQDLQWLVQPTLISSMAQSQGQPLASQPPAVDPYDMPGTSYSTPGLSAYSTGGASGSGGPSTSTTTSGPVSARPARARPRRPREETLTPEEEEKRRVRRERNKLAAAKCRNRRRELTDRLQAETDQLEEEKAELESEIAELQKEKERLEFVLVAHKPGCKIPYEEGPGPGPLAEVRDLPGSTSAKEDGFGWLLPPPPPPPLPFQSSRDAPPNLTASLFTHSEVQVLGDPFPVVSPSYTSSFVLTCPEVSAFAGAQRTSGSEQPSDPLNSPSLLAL
Wnt act = activates Wnt/beta-catenin signaling in a reporter cell assay; activator, plate reader; activation, % at 9.35 µM; 1.2% of 300,000 active; in the data active means activation above about 30%, passing the limit was not always enough;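 further: 0% = neutral control wells and 100% = positive control wells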
RTF Ca sens act = increases calcium sensitivity of human cardiac regulated thin filaments. AID 493008. 0.24% of 340,000 active. activation, % at 7.2 µM. IANBD-labeled TnC RTF fluorescence at EC20 calcium; 0% EC20 calcium, 100% full calcium;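 active means activation above the mean over all tested compounds plus 3 SD, cut at about 30% in these data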;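 further: rise in fluorescence read as greater calcium sensitivity of cardiac thin filaments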
Rtt109 Vps75 = inhibitors of Candida albicans Rtt109/Vps75 histone acetyltransferase; Q5AAJ8; purified Rtt109/Vps75, ThioGlo CoA-SH fluorescence, 4 h; inhibition, % at 34.9 µM; 0.16% of 330,000 active; AID 540336;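 active means inhibition of at least 50% in every replicate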
V-ATPase pHluor = alters yeast V-ATPase proton transport. S. cerevisiae, pHLuorin cytosolic pH fluorescence. response, % at 10 µM. 0.37% of 350,000 active. AID 504577; in the data active means response mostly above about 7.3%, no sharp cut-off; inactive means mostly below about 5.4%; further: actives read high; inactives centre near 0; some compounds called inactive have numbers as strong as hits
Tat export inh = blocks Tat-dependent protein export in E. coli; AID 488895; inhibition, % at 10 µM; E. coli MC4100 TorA-mCherry Tat export, fluorescence; 0.036% of 340,000 active;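 active means mean replicate inhibition at least 50% and at least half of replicates individually reaching 50%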;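 further: exported cargo escapes ClpAP degradation while cytoplasmic cargo is degraded and loses fluorescence; 0% = median of neutral control wells and 100% = median of NaSCN control wells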
CAL PDZ FP-2 = human CAL PDZ-peptide interaction inhibition; AID 504414; inhibition, % at 20 µM; 0.02% of 330,000 active; Q9HD26; purified CAL PDZ, TMR-peptide fluorescence polarization, 1 h;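 active means highest replicate inhibition of at least 40%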;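 further: plate controls were DMSO neutral control wells for no effect and unlabeled competitor peptide control wells for full effect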
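Control set: unlabelled peptide and DMSO controls / Material: purified CerCALP PDZ construct / Timing: 1 h incubation at room temperature before polarization reading / Doses: 20 µM, one dose / Detection: fluorescence polarization (mP)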
MITF TRPM1 HTS = activators of MITF-driven TRPM1 promoter activity in SK-MEL-5 cells; 0.75% of 300,000 active; AID 588334; activation, % at 12.5 µM; SK-MEL-5 TRPM1-promoter luciferase, 24 h; % of positive control, neutral wells = 0;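 active means mean activation of at least 80% with every replicate also reaching 80%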;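 further: 0% = neutral control wells and 100% = parthenolide positive control wells; values of inactives mirror those of a sister screen read the other way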
CDK5 inh = blocks human CDK5/p35 kinase activity. 0.01% of 330,000 active. Recombinant CDK5/p35, ADP-Glo luminescence, 60 min. Q00535+Q15078. AID 488839. inhibition, % at 10 µM;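 active means highest replicate inhibition of at least 50% and at least 75% of replicates reaching 50%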;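 further: plate controls were DMSO neutral control for no effect and GW8510 at 10 µM for full effect; many of its hits are not listed in these tables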
Target sequence (Q00535 whole entry, looked up): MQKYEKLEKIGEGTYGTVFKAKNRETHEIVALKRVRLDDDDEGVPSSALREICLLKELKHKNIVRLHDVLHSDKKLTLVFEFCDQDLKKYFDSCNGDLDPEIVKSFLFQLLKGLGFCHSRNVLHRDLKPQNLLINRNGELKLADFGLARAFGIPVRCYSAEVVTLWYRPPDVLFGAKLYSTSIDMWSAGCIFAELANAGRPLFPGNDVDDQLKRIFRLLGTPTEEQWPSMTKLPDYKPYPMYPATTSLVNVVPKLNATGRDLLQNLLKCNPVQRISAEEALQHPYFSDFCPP
Target sequence (Q15078 whole entry, looked up): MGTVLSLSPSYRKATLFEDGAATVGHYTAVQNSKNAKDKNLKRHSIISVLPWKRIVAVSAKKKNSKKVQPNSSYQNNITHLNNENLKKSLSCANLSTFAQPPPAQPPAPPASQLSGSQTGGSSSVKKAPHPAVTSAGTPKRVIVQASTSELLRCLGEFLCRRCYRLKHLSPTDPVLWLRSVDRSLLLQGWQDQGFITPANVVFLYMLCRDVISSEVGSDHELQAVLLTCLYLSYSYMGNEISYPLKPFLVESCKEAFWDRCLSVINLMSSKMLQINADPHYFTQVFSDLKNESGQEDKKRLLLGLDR
Starred values were filed as active, the others as inactive; / = no result given.

Compound	CAL PDZ FP-1	dFosB act	Wnt act	RTF Ca sens act	Rtt109 Vps75	V-ATPase pHluor	Tat export inh	CAL PDZ FP-2	MITF TRPM1 HTS	CDK5 inh
N=c1nc2n(cc1F)C1OC(CO)C(O)C1O2 (stereo unspecified)	-3	7	-1	-2	0	0	-1	0.1	/	-1.2
CCOCC(=O)Nc1cc(S(=O)(=O)N2CCOCC2)ccc1N1CCCCC1	2	-4	-3	4	-3	-1	6	-1.1	-21	0.3
CCn1c(SCC(=O)N2CCC(C)CC2)nnc1-c1ccco1	-2	0	-3	-5	1	0	-4	-0.3	2	0.3
Cc1cnc(C(=O)OCc2ccc(C#N)cc2)cn1	0	-4	2	0	2	1	-1	-2.6	5	-0.4
CCc1cc(C(=O)OC)c(N2C(=O)C3C4C=CC(C4)C3C2=O)s1 (stereo unspecified)	-1	-3	-5	-4	-18	-1	-5	-0.1	-1	0.1
CCOC(=O)c1c(C)n(C)c2ccc(O)c(CN3CCCCC3)c12	/	-7	0	-6	6	-1	4	0.6	/	0.3
C=CCN(CC=C)C(=S)NC(=O)/C=C/c1ccc(OC)cc1	-4	-2	-2	2	-6	-1	-5	-0.6	-7	1.3
O=C(C1=C(O)C(=O)N(CCN2CCOCC2)C1c1ccco1)c1cc2ccccc2o1 (stereo unspecified)	-6	-8	-1	-1	3	-1	-1	-1.2	-4	/
CCCCn1c(N)c(N(CCC(C)C)C(=O)c2ccc3ccccc3c2)c(=O)[nH]c1=O	/	4	-2	-7	-2	-4	7	-0.8	0	-0.3
CCOc1ccc(N=C2C(=O)N(CN3CCOCC3)c3ccccc32)cc1	3	4	2	1	4	-2	-3	0.0	-10	-0.5
COc1cccc(-c2cc(C(=O)N3CCc4ccccc4C3)no2)c1	1	-13	/	3	5	1	3	0.4	1	1.3
Cc1ccc(S(=O)(=O)N2CC(C)C(=O)CC2C)cc1 (stereo unspecified)	1	-2	-1	-1	10	7	-4	-1.7	-8	-3.2
COC(=O)C1CCN(C(=O)NC2CC(=O)N(c3ccc4c(c3)OCCO4)C2)CC1 (stereo unspecified)	-6	4	0	1	7	-3	-3	1.1	0	0.0
CCCCNC1=CC(=O)C(=O)c2ccccc21	0	3	0	-4	-4	-3	-29	-2.1	-93	-0.4
O=C1NC(=Nc2ccccc2)SC1Cc1cccc(Cl)c1Cl (stereo unspecified)	-1	10	-3	1	-2	2	-19	-0.2	-4	-0.1
CC1(C)C2(C#N)C(N)=NC3(OCCO3)C12C#N (stereo unspecified)	-3	-10	/	-2	5	0	5	-3.7	3	-1.2
O=C(c1ccc(F)cc1)N1CCN(c2cc(=O)[nH]nc2-c2ccccc2)CC1	-6	-4	-4	-3	4	-3	0	-1.2	/	0.5
O=C(NCc1ccccc1F)C12CC3CC(CC(C3)C1)C2	-3	-2	28	-5	/	8	-4	1.4	/	1.2
COc1ccc(CCNC(=O)CCSCc2ccccc2F)cc1OC	41*	1	2	3	2	2	-15	/	6	-2.2
Nc1cccc(-c2cnc3ccccc3n2)c1	-4	5	14	-4	8	4	7	0.7	/	-3.6
COCCn1c(=O)c2c(nc3n2CCCN3CCc2ccc(OC)c(OC)c2)n(C)c1=O	-18	3	-2	-2	-11	-1	-2	-0.2	6	0.1
O=C(CCc1ccccc1)NC1CCSC1=O (stereo unspecified)	-3	1	0	1	/	-2	-3	-3.2	/	-0.9
Nc1ccc(C(=O)N/N=C/c2c[nH]c3ccccc23)cc1	-4	-7	4	-2	/	5	-4	0.0	9	1.3
COc1cc(NC(=O)COc2ccccc2)ccc1NC(=O)c1ccco1	-6	-9	2	-3	-9	1	1	-3.2	9	-1.9
c1ccc(OCCCc2nc(-c3ccncc3)no2)cc1	-3	2	/	-1	-2	2	4	-0.9	-8	0.1
COc1ccc(/C=C/C(=O)NC(C)CCc2ccccc2)cc1OC (stereo unspecified)	-2	-9	3	-7	/	3	-2	-2.7	-4	-0.2
COc1ccc(/C=C/C(=O)OC(C)CN2CCCCC2)cc1 (stereo unspecified)	/	0	0	-5	-10	4	1	0.2	-13	0.4
COc1ccc(NC(=O)COC(=O)C2CC(=O)N(CCc3ccc(OC)c(OC)c3)C2)cc1Cl (stereo unspecified)	-6	-14	2	2	-2	-1	-4	-4.0	4	-2.6
COc1ccc(C(CNC(=O)c2cccc(S(=O)(=O)N3CCc4ccccc43)c2)N(C)C)cc1 (stereo unspecified)	-7	-1	-1	-3	7	1	-1	0.0	23	1.4
Cc1ccc(OCCn2ncc3ccccc3c2=O)c(C)c1	-3	-1	1	4	7	2	0	-1.6	12	3.0

Entries of single compounds from above.
COC(=O)C1CCN(C(=O)NC2CC(=O)N(c3ccc4c(c3)OCCO4)C2)CC1 (stereo unspecified) across the screens: CAL PDZ FP-1: -6; dFosB act: 4; Wnt act: 0; RTF Ca sens act: 1; Rtt109 Vps75: 7; V-ATPase pHluor: -3; Tat export inh: -3; CAL PDZ FP-2: 1.1; MITF TRPM1 HTS: 0; CDK5 inh: 0.0
CCCCNC1=CC(=O)C(=O)c2ccccc21 across the screens: CAL PDZ FP-1: 0; dFosB act: 3; Wnt act: 0; RTF Ca sens act: -4; Rtt109 Vps75: -4; V-ATPase pHluor: -3; Tat export inh: -29; CAL PDZ FP-2: -2.1; MITF TRPM1 HTS: -93; CDK5 inh: -0.4

(list continues)
Compound	CAL PDZ FP-1	dFosB act	Wnt act	RTF Ca sens act	Rtt109 Vps75	V-ATPase pHluor	Tat export inh	CAL PDZ FP-2	MITF TRPM1 HTS	CDK5 inh
COc1cccc(CN(C)CCCn2ccc(NC(=O)OCc3ccccc3)nc2=O)c1	-2	-14	0	0	-4	-2	-2	0.6	9	0.1
CCOC(=O)C1=C(C)Nc2ccccc2N=C1NC(=O)C(c1ccccc1)c1ccccc1	7	-8	-3	0	1	1	-1	0.1	-6	0.2
NC(=O)c1c(NC(=O)Cn2cnc([N+](=O)[O-])n2)sc2c1CCCC2	-3	-7	2	7	-2	3	-9	0.6	-7	3.4
CCCCN(C(=O)c1ccc(Br)o1)C1CCS(=O)(=O)C1 (stereo unspecified)	-1	-6	1	-2	1	9	-9	-2.0	4	-0.4
COCCNC(=O)c1ccc(C(=O)NCCOC)s1	/	1	/	4	-5	1	5	0.0	15	-0.2
CC(C)(CNC(=O)c1cc(=O)[nH]c2ccccc12)N1CCOCC1	-4	-1	/	1	0	0	1	-1.5	-4	1.3
Cc1c2cnn(CC(=O)NCCN3CCOCC3)c(=O)c2c(C)n1Cc1ccccc1	/	1	-1	2	4	-1	-1	0.0	2	0.6
CCc1noc(C)c1C(=O)OCC(=O)NC(=O)c1ccccc1	-1	-4	2	6	-4	-1	0	-2.2	3	0.3
CC1(C)CCN2CCC(C)(C)c3c(O)ccc1c32	-9	-22	-2	85*	0	0	-6	-0.7	/	3.0
CCCCOC(=O)Nc1nnc(COc2ccccc2)s1	2	3	-3	-9	3	4	6	-1.0	11	1.1
COC1=CC(=O)[C@@]2([C@@H]1O)[C@@H](Cl)C[C@]13C(OC)=C(OC)C(=O)C[C@]21CCN3C	-2	5	-1	-3	8	0	-12	-0.4	-9	-0.5
CCOC(=O)c1c(-c2ccc(OC)cc2)csc1NC(=O)C1CCCO1 (stereo unspecified)	1	-1	-1	-4	1	3	-5	-3.6	-7	-0.4
Cc1cc(C(=O)Nc2ccccc2Cl)c2ccccc2n1	-5	-12	0	-1	-2	0	3	30	0	0.4
CCn1cc(CN2CCN(CC(C)(C)C)C(CCO)C2)c2ccccc21 (stereo unspecified)	/	-9	-4	-3	10	-1	12	0.0	-10	-0.3
CCN1CCN(C(=O)c2cc(-c3ccc(Cl)s3)nc3ccccc23)CC1	-2	-10	-3	-2	-37	3	1	-2.8	38	-0.4
CN(C)C(=O)N1CCCC(C(=O)NCc2ccc(F)cc2Cl)C1 (stereo unspecified)	-2	1	/	-1	5	1	-3	-0.4	2	0.5
Cc1ccc(Sc2ccc(/C=C3/C(=O)NN(c4ccccc4)C3=O)o2)cc1	2	-1	-1	-1	13	-3	9	-1.0	6	-0.4
C[C@H](NC(=O)c1nc[nH]c1C(=O)N[C@H](C)c1ccccc1)C(=O)OC(C)(C)C	1	-4	0	4	4	-1	0	-0.8	-5	-0.3
CC(=O)Nc1cccc(NC(=S)Nc2cccc(Cl)c2C)c1	/	-4	-1	9	3	0	-3	0.1	-6	-1.6
COCCn1c(C)cc(C(=O)COC(=O)c2ccc3c(c2)NC(=O)CS3)c1C	-3	-13	/	5	-2	-7	2	-2.3	1	0.8
Cc1cccc(NC(=O)C2CCCN(S(=O)(=O)c3cccc4nonc34)C2)c1 (stereo unspecified)	-3	11	-2	4	-1	-1	-10	-0.9	1	-0.3
CCOC(=O)C1CCCN(C(=O)c2cn(C)c3ccc(S(=O)(=O)N(C)C)cc3c2=O)C1 (stereo unspecified)	/	-12	-1	2	7	1	-4	-1.5	-7	0.4
CCC1=NN(C(=O)Cc2ccc([N+](=O)[O-])cc2)C(O)(c2ccncc2)C1 (stereo unspecified)	-4	-1	-7	4	-4	1	-8	-0.2	13	-2.3
O=[N+]([O-])c1ccc(-c2cn(-c3ccc(Cl)cc3)c(=S)[nH]2)cc1	0	2	3	3	-4	2	4	-0.1	-22	-0.7
Cc1ccc(C)c(SCC(=O)N(C)CC(=O)Nc2ccc(N3CCOCC3)cc2)c1	-4	-13	-1	-5	-3	-4	-5	-1.6	6	0.5
CCCCN(C(=O)CSc1nncn1-c1ccccc1)c1c(N)n(Cc2ccccc2)c(=O)[nH]c1=O	-7	6	-3	-3	0	-1	4	-1.2	-27	1.2
CCN(CC)c1nc(SCC(=O)O)nc(N(CC)CC)n1	0	-15	/	-3	-5	2	7	-0.7	/	1.9
CN(C/C=C/c1ccccc1)Cc1cccc2ccccc12	0	1	-2	5	-12	1	-4	-1.3	15	-0.9

Screens deposited in PubChem BioAssay by several laboratories.

Rows were taken by chance. About 4.1% of those tested had a hit in this group.
